# Compound activity from PubChem BioAssay.
# b-catenin transl – modulators of beta-catenin nuclear translocation | nuclear translocation activity, % at 5 µM | HeLa beta-catenin nuclear translocation, immunofluorescence imaging | actives 0.3% (n = 190,000);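 active means nuclear translocation activity above 50% at 5 µM, with a well cell count of 50 or more; inconclusive means wells under 50 cells across six images, flagged as toxic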;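 further: per-cell ratio of nuclear to cytoplasmic median beta-catenin stain intensity; plate controls were DMSO negative control for no effect and GSK-3 inhibitor IX positive control for full effect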
#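 Assay system: human HeLa cells, native beta-catenin; doses: 5 µM primary, 0.02–20 µM confirmation; incubation: compound treatment 24 h, 37°C, 5% CO2; technique: fluorescence imaging of beta-catenin antibody stain plus DAPI; measure: % activation, nuclear-to-cytoplasmic median beta-catenin signal ratio per cell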
# Myeloid diff MLP – compounds promoting myeloid differentiation; ER-HoxA9 myeloid progenitors, lysozyme-GFP differentiation, flow cytometry; calls only at 10 µM; actives 1% (n = 360,000); AID 624256;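 active means normalized GFP-positive differentiation at or above the plate's own cutoff, the solvent-only control mean plus 3 SD; inconclusive means no clear call, values can overlap the other calls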;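 further: cells exposed to compound for four days before flow analysis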
# WT yeast gro inh – growth inhibition of WT yeast, mitochondrial fusion screen; mitochondrial fusion phenotypic screen, WT strain; inhibition, % at 10 µM; actives 2.1% (n = 190,000); in the data active means inhibition above about 58%; tested in S. cerevisiae
# West Nile virus CPE – inhibition of WNV-induced cytopathic effect – cell-based, CPE readout (AID 1621); West Nile virus-infected cells, CPE inhibition; higher % means a stronger effect; one-dose CPE inhibition, % at 10 µM; IC50 in µM for titrated hits; actives 0.02% (n = 290,000); in the data active means a potency from the dose series; inconclusive means CPE inhibition mostly from about 3.7% at the one dose, without a potency; inactive means the rest, 99 in 100 with CPE inhibition below about 2.2%; further: strong numbers were not always called active
# MgcRacGAP inhibition – MgcRacGAP GTPase-activating activity inhibitors, confirmation, biochemical, ADP Hunter fluorescence | MgcRacGAP-stimulated Rac1 GTP hydrolysis, ADP Hunter fluorescence; higher % means a stronger effect; GST-tagged Rac1 F28L mutant substrate | inhibition, % at 30 µM; hits with a dose series show IC50 in µM | actives 0.6% (n = 340,000);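 active means first-screen hits whose inhibition reached a set limit at any dose in the follow-up dose series; inconclusive means inhibition above the set first-screen limit but never retested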;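 further: fluorescence reports GDP produced by GAP-driven GTP hydrolysis; strong numbers were not always called active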
# T cell modulator – modulates CD8 T cell binding to vesicles; 2C CD8+ T cell-vesicle binding, flow cytometry; active compounds read low; calls only at 7 µM; actives 0.068% (n = 330,000);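 active means response, share of CD8 T cells binding vesicles, and their 90th percentile fluorescence all below set limits, cut at about 80% in these data, passing the limit was not always enough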
#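 Also added: QL9-peptide-loaded Drosophila micro-vesicles bearing Ld, ICAM-1 and B7-1; Test system: purified 2C TCR transgenic mouse naive CD8+ T cells; Measured by: cytometric PE anti-B7-1 and Alexa647 anti-CD8 signals after 1% paraformaldehyde fixation; Timing: binding step 1.5 h, 37 °C, antibody labelling 20 min, ice.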
# SV40 large T antigen – SV40 large T antigen inhibitors, biochemical (AID 1903) | one-dose inhibition, % at 20 µM; IC50 in µM for titrated hits | actives 0.39% (n = 310,000) | SV40 large T antigen ATPase/helicase inhibition assay; higher % means a stronger effect; in the data active means a potency from the dose series; inconclusive means inhibition mostly from about 32% at the one dose, without a potency; inactive means the rest, 99 in 100 with inhibition below about 32%; further: strong numbers were not always called active
# PhoP inhibition – inhibitors of PhoP regulon expression, primary screen, Salmonella Typhimurium, GFP reporter (AID 1863); inhibition, % at 50 µM; hits with a dose series show IC50 in µM; S. Typhimurium PhoP-regulated promoter GFP reporter, 4 h; higher % means a stronger effect; actives 0.16% (n = 300,000);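 active means inhibition over 29.93%, a cutoff 3 SD above the screen mean, later confirmed by dose response; inconclusive means inhibition over 29.93% but no dose response follow-up; inactive means inhibition at most 29.93% or unconfirmed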;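 further: 0% = low Mg2+ inducing control and 100% = high Mg2+ repressing control; strong numbers were not always called active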
# RSV CPE inhibition – inhibition of RSV-induced cytopathic effect – HEp-2 cells, primary 10 µM value included (AID 2391) | HEp-2 cells, RSV-induced CPE inhibition; higher % means a stronger effect | one-dose CPE inhibition, % at 10 µM; IC50 in µM for titrated hits | actives 0.13% (n = 310,000); in the data active means a potency from the dose series; inconclusive means CPE inhibition mostly from about 23% at the one dose, without a potency; inactive means the rest, 99 in 100 with CPE inhibition below about 21%; further: strong numbers were not always called active
# WT yeast gro inh mutant strain – second read-out of WT yeast gro inh, no call of its own (marks repeat the call); inhibition, %; mitochondrial fusion phenotypic screen, mutant strain inhibition
# b-catenin transl cell count 5 µM – second read-out of b-catenin transl, no call of its own (marks repeat the call); cell count; measured here: cell count, cytotoxicity flag
# T cell modulator vesicle-bound % – also measured in T cell modulator; calls as there; double positive events, %; measured here: CD8+ vesicle-bound cell fraction;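 binding gate set so that unloaded-vesicle control wells show 10% double positive cells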
# Myeloid diff MLP GFP+ MAC1+ % – second read-out of Myeloid diff MLP, no call of its own (marks repeat the call); GFP+ MAC1+ double positive, %; measured here: differentiation confirmed by MAC1 staining
# * hit, by the source's call; i = inactive; ? = inconclusive; . = not tested or not shown; + = active, no number.
SMILES,b-catenin transl,b-catenin transl cell count 5 µM,Myeloid diff MLP,Myeloid diff MLP GFP+ MAC1+ %,WT yeast gro inh,WT yeast gro inh mutant strain,West Nile virus CPE,MgcRacGAP inhibition,T cell modulator,T cell modulator vesicle-bound %,SV40 large T antigen,PhoP inhibition,RSV CPE inhibition
COc1ccccc1C(=O)NCCOc1ccc(C(C)(C)C)cc1,.,.,i,0.7,.,.,-1.5%,-6%,i,51,11%,-6%,?
CC(=O)Nc1ccc(S(=O)(=O)NCc2ccc(C(=O)N3CCOCC3)cc2)cc1,.,.,i,0.8,.,.,-0.1%,7%,i,39,10%,-6%,0.7%
CC(=O)Oc1ccc(C(=O)Nc2ccccc2C(=O)N2CCCC2)cc1,.,.,i,3.7,.,.,1.5%,5%,i,66,2%,-5%,1.3%
CCN(CC(=O)Nc1ccccc1C(F)(F)F)C(=O)c1ccc(N2CCCC2=O)cc1,.,.,i,0.5,.,.,.,-2%,i,17,.,.,0.7%
Cc1ccc(S(=O)(=O)N(Cc2ccccc2)Cc2ccco2)cc1,-1.1,1040,i,1.0,76*,43*,-0.5%,3%,i,25,3%,-2%,2.0%
COc1ccc(N2Cc3ccccc3/C2=N\C(=O)Nc2ccccc2)cc1,1.5,1137,i,0.7,-5,14,-0.4%,8%,i,20,6%,-8%,0.0%
COc1ccc(CC(=O)Nc2nc3n(n2)C(c2ccccc2)CC(=O)N3)cc1OC (stereo unspecified),0.9,1164,i,0.3,5,7,0.0%,9%,i,33,21%,-8%,1.4%
COCCN(C(=O)CNC(=O)c1ccco1)C(C(=O)NC1CCCC1)c1ccccc1F (stereo unspecified),.,.,i,0.5,.,.,-0.6%,3%,i,42,14%,3%,0.2%
CCOC(=O)c1ccc(NC(=O)Cn2nnc(-c3ccccc3F)n2)cc1,-1.6,514,i,1.5,20,2,0.4%,10%,i,50,0%,-7%,20%
Cc1cnc(C(=O)OCC(=O)Nc2ccc(C)c(S(=O)(=O)N3CCCCCC3)c2)cn1,-0.5,1092,i,0.6,0,2,0.0%,4%,i,28,6%,-3%,2.1%
O=C(CSc1nc(=O)n2ccccc2n1)Nc1ccc2c(c1)OCCO2,.,.,i,0.6,.,.,.,12%,i,51,17%,6%,-2.8%
Cc1cccc(-c2noc(CN(C(=O)c3ccc4c(c3)OCO4)C(C)C)n2)c1,.,.,i,0.7,-5,-4,-0.3%,11%,i,57,14%,1%,4.3%
CCCC(C(=O)Nc1nccs1)c1ccccc1 (stereo unspecified),-0.9,1279,i,0.9,17,16,-0.2%,7%,i,55,7%,-3%,0.8%
COc1ccccc1Cn1c(=S)[nH]c2cc(C(=O)N3CCCC3)ccc2c1=O,.,.,i,1.5,.,.,-0.7%,12%,i,24,0%,-2%,6.3%
COc1ccc(Nc2nc3ccccc3s2)cc1,-0.8,1533,i,0.4,4,-4,-1.5%,12%,i,32,7%,3%,7.0%
CN(C)S(=O)(=O)c1ccc(Cl)c(NC(=O)CN2CCNC(=O)C2)c1,-1.2,983,i,1.7,28,-13,?,-5%,i,19,6%,2%,-1.4%
CCN(CC)CCC(c1ccc(N(C)C)cc1)c1c(OC)cc(OC)c2ccc(=O)oc12 (stereo unspecified),-1.6,1149,i,2.9,.,.,1.3%,15%,i,40,13%,-2%,-0.4%
CCC(COC)NCc1cn(-c2ccc(F)cc2F)nc1-c1ccccc1C (stereo unspecified),-2.5,1076,i,0.9,4,9,-0.9%,3%,i,28,20%,-3%,-1.3%
COc1ccc(CCN(C)CCCC(C#N)(c2cc(OC)c(OC)c(OC)c2)C(C)C)cc1OC (stereo unspecified),.,.,i,9.8,-1,4,0.5%,12%,i,14,12%,4%,-1.0%
CC(C)(C)C1CCc2c(sc(NC(=O)CSc3ncn[nH]3)c2C#N)C1 (stereo unspecified),-0.1,1108,i,2.5,93*,22*,3.0%,14%,i,11,8%,-3%,-2.5%
CCSc1nnc(NC(=O)c2cccc(S(=O)(=O)N(C)c3ccc(C)cc3)c2)s1,-2.6,1118,i,0.8,29,-1,-0.9%,13%,i,62,0%,3%,12%
N#C/C(=C\c1ccc(-c2ccccc2C(=O)O)o1)c1nc2ccccc2[nH]1,.,.,i,1.4,.,.,0.0%,5%,i,44,4%,7%,2.0%
Oc1ccc(NCc2ccccc2OCc2ccccc2F)cc1,1.1,1177,i,0.5,16,29,0.2%,71µM*,i,49,32%,42%,8.7%
CCOC(=O)C1CCCN(C(=O)C2CCCN(S(C)(=O)=O)C2)C1 (stereo unspecified),-2.2,1402,i,5.3,7,-3,0.4%,5%,i,28,16%,3%,2.3%
CNC(=S)Nc1ccc(OCc2ccccc2)cc1,1.9,995,i,0.3,11,26,-1.2%,15%,i,44,9%,-14%,-0.9%

# Following part
SMILES,b-catenin transl,b-catenin transl cell count 5 µM,Myeloid diff MLP,Myeloid diff MLP GFP+ MAC1+ %,WT yeast gro inh,WT yeast gro inh mutant strain,West Nile virus CPE,MgcRacGAP inhibition,T cell modulator,T cell modulator vesicle-bound %,SV40 large T antigen,PhoP inhibition,RSV CPE inhibition
COc1ccc(N2C(=O)CSC2c2ccc(F)cc2)cc1 (stereo unspecified),.,.,.,.,.,.,-0.8%,5%,i,28,-3%,-6%,-0.2%
COCCNCC(=O)Nc1nc(C)cs1,-2.1,1079,i,0.2,15,-7,0.5%,105µM*,.,.,1%,5%,.
O=C(Cn1c(=O)sc2ccccc21)Nc1ccc(O)cc1,-1.9,652,i,0.2,7,-13,0.5%,-8%,i,23,-2%,4%,0.1%
Cn1c(=O)c2ncn(CC(=O)Nc3ccc4c5c(cccc35)CC4)c2n(C)c1=O,-0.1,1025,+,1.9*,0,0,0.0%,-4%,i,38,10%,-18%,1.7%
CC(C)c1ccc(O)c(NC(=S)NC(=O)c2ccc3c(c2)OCO3)c1,.,.,i,0.0,.,.,-0.7%,2%,i,10,13%,2%,3.0%
COc1ccc(OC)c(NC(=S)N2CCN(C/C=C/c3ccccc3)CC2)c1,-0.2,1149,i,1.3,18,35,-0.6%,-5%,i,11,7%,2%,-0.2%
O=c1cnnc(Nc2ccccc2)[nH]1,-1.3,1105,i,0.3,-11,4,0.1%,0%,i,49,14%,-2%,0.0%
NC(=O)CC(NC(=O)Cc1ccc(Br)cc1)c1ccc(N2CCC(N3CCCCC3)CC2)c([N+](=O)[O-])c1 (stereo unspecified),.,.,i,1.8,.,.,0.1%,11%,i,15,16%,11%,-1.5%
CC(=O)N1N=C(c2cccs2)CC1c1cccs1 (stereo unspecified),0.5,1539,i,0.1,17,9,-1.4%,4%,i,52,7%,7%,0.2%
CCCCCNC(=O)CN(c1ccc2c(c1)OCO2)S(C)(=O)=O,-2.1,1323,i,0.8,-19,3,-0.3%,6%,i,20,-2%,0%,-0.1%
COc1cccc(C(=O)Nc2ccccc2NC(=O)c2cccc(OC)c2)c1,.,.,i,2.1,.,.,-0.7%,5%,i,58,8%,-1%,1.1%
CCn1c(SCc2ccccc2F)nnc1-c1ccncc1,.,.,i,0.1,.,.,-0.7%,4%,i,58,8%,.,0.6%
COC(=O)CSc1cc([N+](=O)[O-])cc2c1c(C1OCCO1)nn2-c1ccccc1,-4.2,615,i,0.4,-14,-4,-0.1%,2%,i,46,0%,2%,0.6%
Cc1cc(C)cc(NC(=O)c2ccc(CSc3nnnn3C)cc2)c1,2.4,1392,i,0.7,-6,-8,-0.1%,7%,i,6,4%,8%,0.4%
Cc1nc(-c2cccc(S(=O)(=O)N3CCC(C)CC3)c2)cs1,2.8,1300,i,0.5,4,15,-0.4%,2%,i,55,9%,-8%,4.6%
CN(C)c1ccc(/C=N/NC(=O)CNC(=O)c2ccncc2)cc1,.,.,i,0.6,.,.,-0.3%,10%,i,4,23%,-6%,2.8%
S=C1NCN(Cc2cccnc2)CN1c1cccc2ccccc12,-1.3,1155,i,0.5,.,.,-0.1%,.,i,32,10%,-12%,.
COC(=O)Cn1c(C)nc([N+](=O)[O-])c1Br,1.1,1046,i,0.1,-12,-5,1.4%,1%,i,20,1%,7%,1.2%
COc1cc(C2C3CN(C)CC=C3C(C#N)=C(N)C2(C#N)C#N)ccc1OC(C)C (stereo unspecified),.,.,i,1.1,-20,6,0.2%,-11%,i,50,2%,-21%,0.7%
O=C(COc1ccc2ccccc2c1)NN1C(=O)c2ccccc2C1=O,-2.7,541,i,0.4,-23,-1,-0.9%,9%,i,57,10%,-24%,1.4%
CCn1cc(CN2CCCC(C(=O)Nc3ccc(-c4cscn4)cc3)C2)c(C)n1 (stereo unspecified),.,.,i,1.0,.,.,0.6%,9%,i,27,25%,-7%,0.4%
COc1cc(C(c2c(C)[nH][nH]c2=O)c2c(C)[nH][nH]c2=O)cc([N+](=O)[O-])c1O,-1.1,1058,i,0.2,-6,13,0.3%,18%,i,34,12%,-5%,-0.7%

# Profiles, looked up by structure. Order of values: b-catenin transl, b-catenin transl cell count 5 µM, Myeloid diff MLP, Myeloid diff MLP GFP+ MAC1+ %, WT yeast gro inh, WT yeast gro inh mutant strain, West Nile virus CPE, MgcRacGAP inhibition, T cell modulator, T cell modulator vesicle-bound %, SV40 large T antigen, PhoP inhibition, RSV CPE inhibition
# Cn1c(=O)c2ncn(CC(=O)Nc3ccc4c5c(cccc35)CC4)c2n(C)c1=O is listed with -0.1, 1025, +, 1.9*, 0, 0, 0.0%, -4%, i, 38, 10%, -18%, 1.7%
# CCn1cc(CN2CCCC(C(=O)Nc3ccc(-c4cscn4)cc3)C2)c(C)n1 (stereo unspecified) is listed with ., ., i, 1.0, ., ., 0.6%, 9%, i, 27, 25%, -7%, 0.4%
# O=C(Cn1c(=O)sc2ccccc21)Nc1ccc(O)cc1 is listed with -1.9, 652, i, 0.2, 7, -13, 0.5%, -8%, i, 23, -2%, 4%, 0.1%
# O=c1cnnc(Nc2ccccc2)[nH]1 is listed with -1.3, 1105, i, 0.3, -11, 4, 0.1%, 0%, i, 49, 14%, -2%, 0.0%
# CCn1c(SCc2ccccc2F)nnc1-c1ccncc1 is listed with ., ., i, 0.1, ., ., -0.7%, 4%, i, 58, 8%, ., 0.6%
